Vif-APOBEC3G blk – blocks the Vif interaction with human APOBEC3G. Q9HC16. HeLa A3G-eYFP + Vif (tagged APOBEC3G with the HIV-1 protein that degrades it), YFP fluorescence, overnight. Potency, µM (highest dose often 46.1 µM), inactives show at the top dose activity, negative = active, usual class: inhibitors. actives 0.076% (n = 410,000);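 also: potency is read from the fitted curve at half-maximal effect; % is scaled to controls: 0 for no effect and ±100 for the full control effect; nearly all actives have a fitted effect of over 60% in size; hits raise eYFP signal because A3G escapes Vif-driven loss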
Target sequence (Q9HC16 whole entry, looked up): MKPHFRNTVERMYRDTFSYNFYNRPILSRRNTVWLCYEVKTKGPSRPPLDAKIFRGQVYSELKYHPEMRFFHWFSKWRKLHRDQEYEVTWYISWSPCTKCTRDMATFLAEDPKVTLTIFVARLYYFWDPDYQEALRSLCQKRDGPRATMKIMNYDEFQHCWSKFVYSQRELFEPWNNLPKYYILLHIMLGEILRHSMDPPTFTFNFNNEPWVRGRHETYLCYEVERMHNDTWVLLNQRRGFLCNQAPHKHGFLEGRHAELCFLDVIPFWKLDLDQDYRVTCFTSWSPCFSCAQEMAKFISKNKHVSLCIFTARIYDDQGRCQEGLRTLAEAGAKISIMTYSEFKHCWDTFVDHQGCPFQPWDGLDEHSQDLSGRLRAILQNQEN
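HeLa cells stably expressing Vif and C-terminally eYFP-tagged A3G, seeded overnight at 37 deg C, then exposed to compound by pintool overnight at 37 deg C. Rise in yellow fluorescence (Ex 488/Em 500-530, Acumen) marks blocked Vif-driven A3G degradation.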
Vif-APOBEC3F blk – blocks the Vif interaction with APOBEC3F; HeLa A3F-eYFP + Vif (tagged APOBEC3F with the HIV-1 protein that degrades it), YFP fluorescence increase; Potency, µM (doses to about 46.1 µM), without a hit: at the highest dose activity, negative = active; actives 0.2% (n = 390,000); AID 602313; also: potency is read from the fitted curve at half-maximal effect; % of control where 0% means no effect; nearly all actives have a fitted effect of over 65% in size
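HeLa cells stably expressing Vif plus C-terminally eYFP-tagged A3F were seeded, incubated overnight at 37 deg C, dosed with compound, incubated overnight again at 37 deg C. Yellow fluorescence (Ex 488/Em 500-530) reported blocked Vif-mediated A3F-eYFP degradation.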
GRP78 ERSR act – induces the endoplasmic reticulum stress response in human glioma cells | U87-MG GRP78 promoter luciferase reporter, 16 h | Potency, µM, without a hit: at the highest dose activation, hits mostly activators | actives 0.02% (n = 420,000) | AID 602332; also: potency is read from the fitted curve at half-maximal effect; series mostly up to about 76 µM; % of control where 0% means no effect; nearly all actives have a fitted effect of over 35% in size
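ERSR induction read as luciferase luminescence (Bright-Glo, 10 min at room temperature) in stably transfected human U87-MG glioma cells exposed to compounds for 16 h, using GRP78 as sensor.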
RXFP1 agonist – activates the human relaxin receptor RXFP1; Potency, µM (titrated, usually from 57.5 µM), inactives show at the highest dose activation, most hits filed as activators; Q9HBX9; actives 0.3% (n = 370,000); AID 2676; HEK293T-RXFP1 cAMP TR-FRET, 30 min; response scale: percent of porcine relaxin response, buffer zero; also: potency is read from the fitted curve at half-maximal effect; % is scaled to controls: 0 for no effect and ±100 for the full control effect; nearly all actives have a fitted effect of over 60% in size; many of its hits are not listed in these tables
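Agonist response is measured as cAMP accumulation in an RXFP1-transfected HEK293T line under PDE4 inhibition. Values are scaled between buffer-only and 29 nM porcine relaxin, and EC50s come from standard Hill equation fits.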
TrxR1 substrate – is turned over as a substrate by rat TrxR1; AID 588456; O89049; purified TrxR1 substrate turnover, NADPH consumption readout; Potency, µM (titrated, usually from 114 µM), for inactives: at the top dose activity change, negative = substrate turnover; actives 0.01% (n = 390,000); also: potency is read from the fitted curve at half-maximal effect; % is scaled to controls: 0 for no effect and ±100 for the full control effect; nearly all actives have a fitted effect of over 50% in size
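Rat TrxR1, dispensed at 90 nM, was prereduced with 400 uM NADPH (final) for 5 min at ~22 deg C, then incubated with compound 15 min before 400 uM selenite. A first-read NADPH fluorescence drop versus no-compound background flagged substrates.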
PI4K2A block – inhibitors of human PI4K2A | purified PI4K2A, ADP-Glo luminescence, 1 h; hits give low values | actives 0.13% (n = 420,000) | activity change, negative = inhibition, % at 76.9 µM; in the data active = activity change below about -50%; inconclusive = mostly about -30% to -49%;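 also: -100% = wells without enzyme as full effect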
Target sequence (Q9BTU6 whole entry, looked up): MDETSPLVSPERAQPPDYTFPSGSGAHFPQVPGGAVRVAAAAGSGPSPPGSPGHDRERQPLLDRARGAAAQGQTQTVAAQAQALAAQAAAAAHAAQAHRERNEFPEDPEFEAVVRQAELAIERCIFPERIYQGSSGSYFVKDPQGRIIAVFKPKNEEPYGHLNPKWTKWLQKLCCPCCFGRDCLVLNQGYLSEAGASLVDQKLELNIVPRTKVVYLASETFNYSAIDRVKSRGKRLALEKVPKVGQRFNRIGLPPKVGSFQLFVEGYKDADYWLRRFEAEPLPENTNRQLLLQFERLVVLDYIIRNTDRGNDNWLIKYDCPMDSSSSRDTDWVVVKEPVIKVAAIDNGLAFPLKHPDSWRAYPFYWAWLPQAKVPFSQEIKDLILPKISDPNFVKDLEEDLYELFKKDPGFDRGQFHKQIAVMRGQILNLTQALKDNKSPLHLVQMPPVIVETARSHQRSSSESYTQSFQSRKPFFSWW
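Compounds are screened against recombinant PI4K2A using PI as substrate and ATP, the latter dispensed at 300 microM. Reactions run one hour at ambient temperature before ADP-Glo detection; full inhibition defined by wells lacking enzyme.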
IDH1 R132H inh – inhibitors of human mutant IDH1 R132H. O75874. IDH1-R132H enzyme, NADPH consumption, diaphorase/resazurin fluorescence. Potency, µM (series often up to 76.6 µM), for the others: at the highest dose activity change, negative = inhibition, most hits filed as inhibitors. AID 602179. actives 0.093% (n = 390,000); also: potency is read from the fitted curve at half-maximal effect; % is scaled to controls: 0 for no effect and ±100 for the full control effect; nearly all actives have a fitted effect of over 65% in size
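IDH1-R132H (0.5 ug/mL dispensed) in pH 7.5 Tris buffer was preincubated 30 min with compound, then given a substrate mix of 0.016 mM NADPH and 2 mM alpha-KG for 80 min at room temperature; remaining NADPH was read by diaphorase/resazurin fluorescence.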
LDHA block – LDHA (human) enzyme inhibition; P00338; purified LDHA, NADH/diaphorase-resazurin fluorescence; hits give low values; activity change, % (values are at about 110 or 230 µM); actives 0.15% (n = 480,000); AID 1347041; in the data active = activity change below about -30%; inconclusive = mostly about -25% to -30%;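 also: plate controls were DMSO wells for no effect and wells without enzyme for full effect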
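Human LDH5 (2 nM) was incubated with 0.06 mM NADH and 0.2 mM pyruvate for 5 min at room temperature in Tris pH 7.4. Remaining NADH was coupled through diaphorase/resazurin, and resorufin fluorescence was read at 0 and 20 min.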
USP1 inh – blocks the human USP1/UAF1 deubiquitinase complex; O94782; recombinant USP1/UAF1, Ub-Rhodamine cleavage fluorescence; Potency, µM (highest dose often 57.1 µM), for inactives: at the highest dose activity change, negative = inhibition, usual class: inhibitors; actives 0.23% (n = 390,000); AID 743255; also: potency is read from the fitted curve at half-maximal effect; % is scaled to controls: 0 for no effect and ±100 for the full control effect; nearly all actives have a fitted effect of over 60% in size; inactives centre near -12
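USP1/UAF1 complex at 1 nM was preincubated with compound for 15 min at room temperature, then Ub-Rho substrate (150nM final) was added. Fluorescence (480/540 nm) was read kinetically, 6 reads every 60 seconds.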
The depositor's hits bear a star; ? = inconclusive; . = no result given; & = joins results of further samples; [ ] = another dose, or the depositor's remark. Unless noted, calls follow the shape of the dose curve; as a rule, active = well fitted curve in the direction sought with a large enough effect; inconclusive = small, poorly fitted or top-dose-only effect, or another doubt; inactive = no such curve, though single readings can be large; an effect the other way counts as inactive or inconclusive. An excerpt (hit frequency here may not be typical).

SMILES	Vif-APOBEC3G blk	Vif-APOBEC3F blk	GRP78 ERSR act	RXFP1 agonist	TrxR1 substrate	PI4K2A block	IDH1 R132H inh	LDHA block	USP1 inh
Cc1ccc(/C=N/NC(=O)c2nnn(-c3nonc3N)c2-c2cccs2)cc1	-28%	?	0%	-0.9%	138%[activator]	-3	4%	-4	-25%
CC(C)(C)NC(=O)C1(C)CCC(=O)N1C1CCN(Cc2ccccc2)CC1 (configuration not stated)	-11%	.	-4%	.	.	1	.	-2	.
COc1ccc(C2NC(=S)NC3=C2CCc2cc(OC)ccc23)cc1 (configuration not stated)	-3%	-1%	-2%	-1.3%	11%	4	20%	26&30	-20%
Cc1ccc(-c2c(C(=O)N3CCN(c4ccc(F)cc4)CC3)oc(=O)c3ccccc23)cc1	1%	1%	-4%	2.2%	-2%	0	9%	-4	-24%
COc1cccc(CNCCNC(=O)c2ccco2)c1OC	0%	9%	-2%	0.4%	4%[57.1 µM]	12	9%	-15	-3%
Cc1ccccc1Cn1ccc(=NCc2ccccc2)cc1	5%	-8%	3%	-0.1%	-12%[57.1 µM]	0	7%	-4	-6%
CCc1ccc(OCC(=O)Nc2ccncc2)c(Br)c1	-22%	5%	1%	-2.3%	-5%	2	0%	-1	-14%
CN(C)CCn1c2ccccc2c2nc3ccc([N+](=O)[O-])cc3cc21	-23%	?	3%	?	3%[57.1 µM]	0	5%	-1	-10%
CC(C)c1nn2c(=O)cc(COC(=O)CNC(=O)c3ccccc3)nc2s1	2%	-3%	-1%	12%	-8%[57.1 µM]	-4	0%	-1&-3	-6%
O=C(NNc1nc(-c2ccccc2)c2cc(Br)ccc2n1)c1ccc(S(=O)(=O)N2CCCCC2)cc1	3%	-10%	-6%	-0.4%	2%	-2	8%	1	-15%
CCOC(=O)Cc1csc(NC(=O)CCCC(=O)O)n1	0%	-7%	-1%	0.1%	8%[57.1 µM]	1	0%	1	-14%
Cc1ccc(OC2=NS(=O)(=O)c3ccccc32)cc1	0%	-5%	0%	-1.5%	0%	2	-5%	0&0	-4%
CCCCn1cnc2c(SCc3ccccn3)nc(N)nc21	-2%	-5%	2%	.	0%	-29	2%	6	-4%
Cc1ccc(C(=O)Nc2ccc(C)c(S(=O)(=O)Nc3ccccc3Cl)c2)s1	1%	5%	-8%	0.2%	5%	2	-4%	-10	-7%
CCc1nn(C)c(-c2n[nH]c(=S)n2N)c1Cl	0%	.	0%	0.9%	-7%	-2	-2%	-5	-10%
CC1CCCC(NC(=O)c2ccncc2)C1C (configuration not stated)	5%	3%	0%	0.4%	1%	-5	3%	-9	4%
COCCCNC(=O)c1ccc(N2CCCC2)c(NS(=O)(=O)c2ccc(C)cc2)c1	1%	-1%	0%	0.0%	-2%	-3	2%	4	-8%
CCOC(=O)C1C(=O)NC(N2CCN(Cc3ccccc3)CC2)=NC1c1ccco1 (configuration not stated)	-4%	4%	-4%	0.9%	-16%	3	3%	-9	2%
Cc1ccc(Cl)cc1N1CCN(CCCNc2ncnc3onc(-c4ccc(Cl)cc4)c23)CC1	2%	1%	-3%	1.1%	7%	7	-14%	-9	?
COc1ccc(-n2c(COc3cccc(C)c3)nnc2SCC(=O)NCc2ccco2)cc1	-4%	0%	-9%	-1.5%	1%	0	7%	2	-23%
Cc1cccc(NC(=O)CN(CC2CCCO2)C(=O)c2cc(S(=O)(=O)N(C)C)ccc2F)c1C (configuration not stated)	-3%	0%	-3%	.	4%	1	-5%	-6	-16%
COc1ccc(C2CC(=O)c3cc(-c4nc(-c5ccc(Cl)cc5)c(C)s4)c(=O)[nH]c3C2)cc1 (configuration not stated)	-3%	?	-1%	0.2%	11%	2	-13%	-3	-29%
O=S1(=O)CCC(n2nccc2-c2ccccc2)C1 (configuration not stated)	4%	-19%	-6%	-1.6%	7%[57.1 µM]	-2	0%	-13	-14%
COc1ccc(-c2nc(CS(=O)CC(=O)NCc3ccc(Cl)cc3)c(C)o2)cc1OC (configuration not stated)	-8%	-2%	-1%	2.3%	9%	0	11%	0	-26%
CNC(=O)/C(C#N)=C/c1c(N2CC(C)OC(C)C2)nc2ccccn2c1=O (configuration not stated)	0%	6%	-4%	0.5%	73%[activator]	0	-6%	-5	-14%

Complete entries, quoted from the list. Order of values: Vif-APOBEC3G blk | Vif-APOBEC3F blk | GRP78 ERSR act | RXFP1 agonist | TrxR1 substrate | PI4K2A block | IDH1 R132H inh | LDHA block | USP1 inh
Results for `COc1ccc(-n2c(COc3cccc(C)c3)nnc2SCC(=O)NCc2ccco2)cc1` = -4% | 0% | -9% | -1.5% | 1% | 0 | 7% | 2 | -23%
Results for `Cc1ccc(C(=O)Nc2ccc(C)c(S(=O)(=O)Nc3ccccc3Cl)c2)s1` = 1% | 5% | -8% | 0.2% | 5% | 2 | -4% | -10 | -7%
Results for `COc1cccc(CNCCNC(=O)c2ccco2)c1OC` = 0% | 9% | -2% | 0.4% | 4%[57.1 µM] | 12 | 9% | -15 | -3%
Results for `O=C(NNc1nc(-c2ccccc2)c2cc(Br)ccc2n1)c1ccc(S(=O)(=O)N2CCCCC2)cc1` = 3% | -10% | -6% | -0.4% | 2% | -2 | 8% | 1 | -15%

More compounds follow.
SMILES	Vif-APOBEC3G blk	Vif-APOBEC3F blk	GRP78 ERSR act	RXFP1 agonist	TrxR1 substrate	PI4K2A block	IDH1 R132H inh	LDHA block	USP1 inh
O=C(NCCc1c[nH]c2ccccc12)C(F)(F)F	0%	0%	-2%	0.1%	5%[57.1 µM]	3	1%	-4	-12%
Cc1cccc(C)c1NC(=O)C1c2ccccc2Oc2ccccc21	0%	11%	-5%	-0.1%	1%	1	0%	-5	-13%
Cn1c(CCN2CCCC2)nc2cc(NC(=O)COc3ccc(Cl)cc3)ccc21	-3%	-1%	-3%	.	.	1	-1%	-2	-12%
CSc1sccc1/C=N/NC(=O)c1ccncc1	-5%	0%	4%	-0.2%	3%	-4	0%	-12	-17%
CC(=O)Nc1ccc(Nc2nnc(-c3ccc(C)c(S(=O)(=O)NCC4CCCO4)c3)c3ccccc23)cc1 (configuration not stated)	1%	1%	-1%	2.3%	-2%	-2	-10%	-2	-1%
COc1ccc(CCNCc2cc3ccc(C)cc3[nH]c2=O)cc1OC	1%	3%	1%	3.5%	-2%	2	-10%	-1	-1%
COc1ccccc1N1CCN(C(=O)c2ccccc2SCC(=O)N2CCCC2)CC1	-1%	-5%	-3%	-1.0%	-1%	-1	-2%	-5	-4%
COC(=O)c1c(NC(=O)CN(C)CC(=O)Nc2ccc(C)cc2)sc2c1CCC(C)C2 (configuration not stated)	2%	4%	2%	2.5%	8%	-1	-2%	-2	-21%
O=C(Cc1ccc(Cl)cc1)NCC(=O)N1CCC2(CC1)NCCc1[nH]cnc12	-3%	-3%	-1%	.	.	-3	-3%	0	2%
COc1ccc(Cl)cc1NC(=O)CN(C)C(=O)c1ccc(COc2ccccc2)cc1	1%	-2%	-3%	0.2%	8%[57.1 µM]	-3	6%	-2	-5%
CC1=C/C(=C\c2ccc(Br)o2)C(=O)O1	0%	-9%	-4%	0.2%	-1%	-11	-1%	-1	28%
CC(C)(C)SCCNC(=O)/C=C/c1ccccc1	-7%	-10%	3%	5.2%	-5%[57.1 µM]	-3	7%	-1	-11%
O=C(Nc1ccccc1)Nc1nc(-c2ccc(Cl)cc2)cs1	-2%	5%	6%	0.8%	0%	1	0%	-5	-22%
O=C1CN(C(=O)CSc2nnc(C3CC3)n2-c2ccccc2)c2ccccc2N1	0%	-4%	-1%	2.4%	-8%	-11	4%	1	-17%
COc1cccc(-c2nc(CS(=O)CC(=O)NC(C)CCc3ccccc3)c(C)o2)c1 (configuration not stated)	0%	6%	-3%	3.3%	2%	-3	3%	4	2%
Cc1cc(O)c(/C=N/Nc2ccc(F)cc2)c(=O)o1	-4%	1%	-4%	-2.7%	-10%[57.1 µM]	5	-14%	14	-10%
CCCCNC(=O)C1=C(N)C(C(=O)Nc2ccc(C)c(S(=O)(=O)N3CCCCC3)c2)SC1=Nc1ccc(C)cc1C (configuration not stated)	1%	1%	-3%	-0.2%	-7%	-3	-4%	-3	-6%
Cc1onc(-c2c(F)cccc2Cl)c1C(=O)NCCO	-3%	-37%	-2%	1.2%	1%	4	-2%	-1	-27%
CCOC(=O)c1ccc(NC(=O)C2C3CCC(C3)C2C(=O)O)cc1 (configuration not stated)	-1%	-6%	3%	-0.1%	3%[57.1 µM]	-10	5%	-1	-11%
Cc1cc([N+](=O)[O-])nn1CC(=O)Nc1nc2ccccc2s1	2%	-3%	-4%	3.6%	2%	0	-3%	-10	-26%
CCn1cc(CNC(=O)CSc2nc(-c3ccc(OC)c(OC)c3)cc(C(F)(F)F)n2)c(C)n1	1%	17%	-4%	3.1%	43%	0	5%	-1	-1%
C=CCn1c(=O)c(C(=O)Nc2ccccc2S(N)(=O)=O)c(O)c2ccccc21	0%	1%	5%	0.1%	8%[57.1 µM]	1	8%	0	-17%
CCOc1ccc(CCNC(=O)c2ccc(CS(=O)(=O)Cc3ccccc3Cl)o2)cc1OCC	-2%	-1%	-5%	-0.5%	-6%[57.1 µM]	5	-21%	-2	-33%
